Source: PubChem
K1F lysis inhibition = protection from phage-mediated lysis, alamar blue read-out – E. coli UTI89, K1F phage, bacterial capsule biogenesis inhibitors (AID 488966) | E. coli UTI89 K1F phage lysis, alamar blue, 2 h; higher % means a stronger effect | one-dose inhibition, % at 100 µM; IC50 in µM for titrated hits | actives 0.02% (n = 340,000);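 active means phage lysis inhibition, versus mean bacterial control, above a set limit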;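 further: capsule biogenesis inhibitors block K1F phage lysis so surviving cells raise fluorescence; higher fluorescence means more inhibition of phage lysis; actives were called in the ten point dose series up to 300 µM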
Active calls of the source: *; [ ] = dose if it differs, or a comment. Not all compounds are listed. The share of hits here may be higher or lower than overall.

| Molecule | K1F lysis inhibition |
| --- | --- |
| O=C(NCc1ccco1)C1CC(O)CN1C(=O)Nc1ccccc1 (stereo not given) | 0.4% |
| CC(=O)c1ccc(CCCc2ccc(C(C)=O)cc2)cc1 | -0.5% |
| CC1CCN(S(=O)(=O)N2CCN(C(=O)c3ccc4c(c3)OCO4)CC2)CC1 | 0.1% |
| CCCCC1(C)NC(=O)N(CC(=O)Nc2ccc(Cl)cc2C)C1=O (stereo not given) | 1.7% |
| CCc1ccc(Nc2nnc(SCC(=O)NC(=O)CN3CCCC3=O)s2)cc1 | -0.7% |
| Cc1cnc(C(=O)N2CCCC(N3CCN(c4ccccc4C)CC3)C2)cn1 (stereo not given) | 0.1% |
| COc1ccc(C)cc1NC(=O)c1cc(S(=O)(=O)N2CCC3(CC2)OCCO3)ccc1F | 0.5% |
| CC(C)(C)OC(=O)N1CCCC(C(=O)Nc2ccc(C(=O)N3CCOCC3)cc2)C1 (stereo not given) | 1.6% |
| O=C(O)CC(NC(=O)c1ccco1)c1ccco1 (stereo not given) | 0.1% |
| O=C(NC1CCCCC1)c1cc(-n2cnnc2)ccc1Cl | 1.1%[50 µM] |
| COc1ccc2c(ccn2S(=O)(=O)c2ccccc2)c1 | 0.2% |
| CC(C)CN1CCCC(N2CCN(c3cccc(Cl)c3)CC2)C1 (stereo not given) | 0.3% |
| O=C(CNC(=O)C1CCCCC1)OCC(=O)c1ccc(F)cc1 | -0.4% |
| O=C(NC1CCN(Cc2ccc(Cl)c(Cl)c2)CC1)c1ccccc1 | 0.1% |
| CCOc1ccccc1NC(=S)N1CCN(c2cccc(OC)c2)CC1 | -0.1% |
| O=C(CCN1C(=O)C2CCCCC2C1=O)Nc1ccc(OC(F)F)cc1 (stereo not given) | 1.2%[50 µM] |
| N#Cc1cccc(S(=O)(=O)NCCOc2ccccc2F)c1 | 0.2%[50 µM] |
| CCCCC/C=C/C1=CC(=O)C[C@H](c2ccc(Cl)cc2)C1 | 0.6% |
| Cc1cc([N+](=O)[O-])ccc1NC(=O)c1sc2ncn(CC(=O)N3CCOCC3)c(=O)c2c1C | 0.1% |
| CC(=O)c1cn(C(=O)c2ccc(Cl)cc2)c2ccccc12 | 0.3% |
| Cc1ccc(C(=O)NC(=S)N(C)C2CCCCC2)cc1 | 1.3%[50 µM] |
| O=C1C=CC2C3C(=O)N(c4ccccc4)C(=O)C3C1N2Cc1ccccc1 (stereo not given) | -0.7% |
| CCN1CCN(C(=O)c2cccc(OC3CCN(S(=O)(=O)N(C)C)CC3)c2)CC1 | 0.2% |
| CCOc1ccc(S(=O)(=O)NCCC(=O)NCC(c2ccc(OC)cc2)N2CCCCC2)cc1 (stereo not given) | 0.5%[50 µM] |
| CC(OC(=O)CCN=C1NS(=O)(=O)c2ccccc21)C(=O)N(C)c1ccccc1 (stereo not given) | 1.6%[50 µM] |
| Cc1nn(C)cc1CNC(=O)C1CCC(=O)N(CC2CCCCC2)C1 (stereo not given) | 0.2% |
| O=C(c1cc(-c2ccccc2Cl)nc2ccccc12)N1CCC1 | 1.5%[50 µM] |
| CCN(CC)S(=O)(=O)c1ccc(NC(=O)c2cnccn2)cc1 | 0.2% |
| CN(C)C(=O)c1ccc(NC(=O)COC(=O)Cn2cc(C(F)(F)F)ccc2=O)cc1 | 1.0%[50 µM] |
| N#CC1(c2ccccc2)CCC(NCCc2ccccc2)CC1 (stereo not given) | 0.2% |
| CSc1nsc(NC(=O)OCc2ccc(Cl)cc2)n1 | 5.2% |
| CN(C)N1C(N)=C(C#N)C(c2ccc(Br)cc2)C2=C1CC(C)(C)CC2=O (stereo not given) | -1.2%[50 µM] |
| CCOC(=O)N1CCN(CCC(=O)Nc2cccc(Cl)c2C)CC1 | 0.2% |
| O=C(Nc1cccc(Cl)c1)C1C2C=CC3(O2)C1C(=O)N(CCCN1CCCCC1)C3C(=O)NC1CCCCC1 (stereo not given) | 0.2% |
| O=C(c1ccco1)N1CCN(S(=O)(=O)c2ccc(Cl)cc2)CC1 | -0.4% |
| CCN1CCCC1CNC(=O)Cn1nc(C)n2c(cc3cc(F)ccc32)c1=O (stereo not given) | 0.0% |
| C/C(=N/Nc1ccccc1C(=O)O)c1cccs1 | -0.7% |
| C/C(=N\Nc1ccc(S(=O)(=O)N2CCCCC2)cn1)c1ccc(O)cc1 | -0.4%[50 µM] |
| Cc1cc2[nH]c(=O)c(=O)[nH]c2cc1S(=O)(=O)Nc1cccc(F)c1 | 0.1% |
| COc1ccc(C(=O)c2cccc(C(=O)c3ccc(OC)c(C)c3)c2)cc1C | 0.3% |
| COc1ccccc1S(=O)(=O)Cc1ccc(C(=O)NC2CCCCCC2)o1 | 0.1% |
| CCN(CC(=O)NCc1ccc(Cl)cc1)C(=O)Cc1ccccc1[N+](=O)[O-] | 1.2% |
| CCOC(=O)N1CCN(C(=O)CSC2=NS(=O)(=O)c3ccccc3N2)CC1 | 1.1%[50 µM] |
| CN(C(=O)COC(=O)c1n[nH]c(=O)c2ccccc12)c1ccccc1 | 1.1%[50 µM] |
| O=C1CCc2cc(Br)ccc2O1 | -0.5% |
| O=[N+]([O-])c1ccccc1CCc1cnc(Cl)s1 | 0.2% |
| O=C(N[C@@H]1C/C=C\C[C@@H](CC(=O)N(CCO)Cc2ccccc2)C(=O)NCCOC1=O)OCC1c2ccccc2-c2ccccc21 | -0.1% |
| CCOC(=O)C1=CN(Cc2ccc(Br)cc2)S(=O)(=O)NC1C (stereo not given) | -0.3% |
| CSc1ncccc1C(=O)OCC(=O)N1CCCC1 | 0.4%[50 µM] |
| CCn1cc(S(=O)(=O)N2CCN(c3ccc(Cl)cc3)CC2)cn1 | 0.0% |
| COc1ccc(NC(=O)Cn2ncn3nc(-c4ccc(OC)cc4)cc3c2=O)cc1 | 0.2% |
| CC(C)CCNC(=O)CN(Cc1ccccc1Cl)C(=O)CCC(=O)Nc1ccccn1 | -0.3% |
| O=C(NNC(=O)c1cccnc1Cl)c1ccc(F)cc1 | 1.9%[50 µM] |
| CC(=O)NS(=O)(=O)c1ccc(NC(=S)NC(=O)C2CCC2)cc1 | 0.1% |
| CC(OC(=O)c1cccc(N(C)C)c1)C(=O)N1CCc2ccccc2C1 (stereo not given) | -2.9% |
| CC1(C)C(=O)Nc2ccccc2N1C(=O)COc1ccccc1C#N | 1.4% |
| CCCCN(CCCC)CCNC(=O)c1cn(CC)c2ccc(S(=O)(=O)N(C)C3CCCCC3)cc2c1=O | -0.4% |
| Cc1cc2c(=O)n(C)c(SCC(=O)NC3CCCC3)nc2s1 | 0.5%[50 µM] |
| CC1CCC2(CC1)NC(=O)N(CC(=O)N1CCN(S(=O)(=O)c3ccc4c(c3)CCC4)CC1)C2=O (stereo not given) | 0.2%[50 µM] |
| CCN(CC)CCNC(=O)CCc1c(C)nc2c(c(C)nn2-c2ccc(C)cc2)c1C | -0.1%[50 µM] |

Next part:
| Molecule | K1F lysis inhibition |
| --- | --- |
| COC(=O)COc1ccc(NC(=O)C(c2ccccc2)c2ccccc2)cc1 | 0.0% |
| CCCn1nc(C(=O)N2CCc3ccccc32)c2ccccc2c1=O | 0.4%[50 µM] |
| CC(C)c1cc(=O)[nH]c(SCC(=O)NC2CCCC2)n1 | 0.1% |
| Cn1c(CCC(N)=O)nnc1SCC(=O)Nc1cc(S(=O)(=O)N2CCCC2)ccc1Cl | 1.2%[50 µM] |
| COc1ccc(C(=O)NNC(=O)c2cc3ccccc3cc2O)cc1 | -0.7% |
| CC1CCCN(CCCNC(=O)c2cn(C)c3ccc(S(=O)(=O)N(C)C4CCCCC4)cc3c2=O)C1 (stereo not given) | 0.0% |
| C[C@H]1CN([C@@H](C)CO)C(=O)Cc2cc(NC(=O)CCC(F)(F)F)ccc2O[C@H]1CN(C)S(C)(=O)=O | -0.2% |
| CCC(=O)Nc1ccc(NC(=O)CSc2nnnn2C2CCCC2)cc1C | -0.1% |
| C=CCn1c(=O)c(C(=O)NCc2ccc3c(c2)OCO3)c(O)c2ccccc21 | 1.5% |
| O=C(NCc1ccco1)C1Cc2cc(Cl)ccc2O1 (stereo not given) | 0.6% |
| O=C(Nc1cc2c3c(c1)CC(=O)N3CCC2)c1ccco1 | 1.8%[50 µM] |
| Cn1cccc1C(=O)N/N=C/c1c(Cl)cccc1Cl | 0.0% |
| CC(C)(C)OC(=O)NCC1CCN(S(=O)(=O)Cc2ccccc2)CC1 | 0.1% |
| CN(c1ccc(OCC(=O)OCC(=O)Nc2ccc([N+](=O)[O-])cc2)cc1)S(=O)(=O)c1cccs1 | 0.3%[50 µM] |
| COC(=O)C1CCN(C(=O)CN(C)Cc2ccc(C(C)(C)C)cc2)CC1 | 0.3% |
| CC(C)(C)C(=O)NCc1ccc(C(=O)CSc2nnc(C3CC3)n2C2CC2)s1 | 0.3%[50 µM] |
| CC(C)C(=O)Nc1nc(-c2ccc3c(c2)CCN3C(=O)C2CC2)cs1 | 0.6% |
| Cn1cccc1C(=O)Nc1ccc(Cl)c(S(=O)(=O)N2CCCCC2)c1 | 1.1%[50 µM] |
| O=C1/C(=C/c2ccc([N+](=O)[O-])cc2)Oc2cc(O)ccc21 | 1.7%[50 µM] |
| COc1ccc(NS(=O)(=O)c2ccc3c(c2)NC(=O)C(C)S3)cc1 (stereo not given) | 0.0% |
| CN1CCN(S(=O)(=O)c2ccc(Cl)c(C(F)(F)F)c2)CC1 | 0.3% |
| CCc1ccccc1N(C(=O)c1ccco1)C(C(=O)NC1CCCC1)c1cccnc1 (stereo not given) | 0.5% |
| COc1ccc(NC(=O)C2=CC(c3ccc(OC)c(OC)c3)=NS(=O)(=O)N2C)cc1 | 0.3% |
| COc1ccccc1NS(=O)(=O)c1cccc(C(=O)N2CCCC2)c1 | 1.5%[50 µM] |
| Cc1ccc(-c2nn(-c3ccccc3)cc2C(=O)NCCCN2CCCC2=O)cc1 | -1.7% |
| Cc1cccc(-c2noc(CNS(=O)(=O)c3ccccc3)n2)c1 | 0.6%[50 µM] |
| O=C(CNC(=O)Cc1cccc2ccccc12)NCc1ccccc1F | 0.0% |
| O=S(=O)(c1cccs1)N1CCC2(CC1)OCCN2S(=O)(=O)c1ccccc1 | 0.7%[50 µM] |
| O=C(CSc1nc(-c2ccccc2)cc(=O)[nH]1)Nc1ccc(F)c(F)c1 | -0.1% |
| Cc1cccc(CN2C(=O)c3ccccc3S(=O)(=O)c3ccc(C(=O)NCCCN4CCCC4)cc32)c1 | -0.1% |
| Cn1cccc1C(=O)NCCc1ccccc1 | -1.5% |
| CCN1CCN(CCNC(=O)CCCn2nc(C)c3c(C)n(-c4ccc(C)cc4)nc3c2=O)CC1 | -0.6% |
| C=C(CCO)C1=CCN(S(=O)C(C)(C)C)[C@H]1CCO (stereo not given in full) | 1.0% |
| Cc1cc(C)n2nc(C(=O)OCC(=O)N(C)CC(=O)Nc3ccccc3Cl)nc2n1 | 1.1%[50 µM] |
| CC(=O)Oc1ccc(/C=C/c2nc3ccccc3c(=O)o2)cc1 | -0.6% |
| CC(=O)c1cccc(NC(=O)CCCN(C)S(=O)(=O)c2ccc(F)cc2)c1 | 0.5% |
| CN(C(=O)c1ccc(S(=O)(=O)N2CCCC2)cc1)C1CCS(=O)(=O)C1 (stereo not given) | 0.3%[50 µM] |
| Cc1cccc(CC(=O)Nc2cccnc2)c1 | 0.1% |
| O=[N+]([O-])c1ccc(CN2CCN(c3ccccc3)CC2)o1 | 0.1% |
| O=C(O)CNC(=O)c1ccc(NC(=O)/C(=C/c2ccccc2)NC(=O)c2ccccc2)cc1 | -0.8%[50 µM] |
| O=C(Cc1cccc(NC(=O)C2CCCN(C(=O)C3CCCCC3)C2)c1)Nc1cccc(C(=O)N2CCOCC2)c1 (stereo not given) | 0.1% |
| Cc1ccnc(NC(=O)c2ccc(C(=O)c3ccccc3)cc2)c1 | -0.3%[50 µM] |
| NS(=O)(=O)c1cc2c(cc1Cl)NC(c1ccccc1OCC(=O)O)NS2(=O)=O (stereo not given) | 0.0% |
| COc1ccccc1CNC(=O)c1ccc(NS(=O)(=O)c2cccs2)cc1 | -1.0% |
| COc1cccc(CNS(=O)(=O)c2c(C(=O)N3CCCCC3)c(C)n(C)c2C)c1 | 0.2% |
| O=c1cc(C(F)(F)F)nc(SCc2cccnc2)[nH]1 | 0.3% |
| COc1cccc(-c2noc(CCC(=O)NCCc3ccccc3)n2)c1 | -0.7%[50 µM] |
| O=C(NCCc1ccccc1)C1CCC(CNS(=O)(=O)c2ccc(F)cc2)CC1 (stereo not given) | 0.2% |
| COc1cccc(C2CC(c3cccs3)=NN2C(=O)c2ccco2)c1O (stereo not given) | 0.0% |
| Cc1ccc(NC(=O)Cn2nnc(C(=O)NCc3ccco3)c2N)c(C)c1 | 0.1% |
| CCOC(=O)CNC(=O)c1cc2c(=O)[nH]c3ccc(C)cc3c2s1 | -0.2% |
| COc1ccc(CCC(=O)N2CCN(c3ccccc3)CC2)cc1OC | 0.3% |
| CCOC(=O)c1ccc(NC(=S)Nc2ccc(Br)cc2N)cc1 | -0.9% |
| CN1C[C@H](C(=O)NC2(C)OC3(O)[C@@H]4CCCN4C(=O)[C@H](Cc4ccccc4)N3C2=O)CC2c3cccc4[nH]cc(c34)C[C@H]21 (stereo not given in full) | 6.6% |

Part of the list above in order of SMILES length, rising:
| Molecule | K1F lysis inhibition |
| --- | --- |
| O=C1CCc2cc(Br)ccc2O1 | -0.5% |
| Cc1ccc(C(=O)NC(=S)N(C)C2CCCCC2)cc1 | 1.3%[50 µM] |
| CCOC(=O)c1ccc(NC(=S)Nc2ccc(Br)cc2N)cc1 | -0.9% |
| O=C(c1ccco1)N1CCN(S(=O)(=O)c2ccc(Cl)cc2)CC1 | -0.4% |
| CC(C)(C)OC(=O)NCC1CCN(S(=O)(=O)Cc2ccccc2)CC1 | 0.1% |
| O=S(=O)(c1cccs1)N1CCC2(CC1)OCCN2S(=O)(=O)c1ccccc1 | 0.7%[50 µM] |
